UTI89 phage lysis: inhibition of K1F phage lysis, E. coli UTI89, bacterial capsule biogenesis inhibitors, alamar blue (AID 488966); E. coli UTI89 K1F phage lysis, alamar blue, 2 h; higher % means a stronger effect; inhibition, % at 100 µM; hits with a dose series show IC50 in µM; hit rate 0.02% among 340,000;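 active means phage lysis inhibition, versus mean bacterial control, above a set limit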;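 further: capsule biogenesis inhibitors block K1F phage lysis so surviving cells raise fluorescence; higher fluorescence means more inhibition of phage lysis; actives were called in the ten point dose series up to 300 µM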
MT stabilizer: microtubule stabilizers in HeLa cells, primary screen, imaging, high-content imaging; hit rate 0.83% among 200,000; HeLa tubulin immunostaining HCS, 24 h; share of cells brighter than vehicle mean+2SD; % tubulin-high responders, % at 10 µM;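 active means plate Z-score above 3 for both tubulin-high and condensed-nucleus cell shares, with cell loss under 80%, at 10 µM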;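 further: anti alpha tubulin signal scored within the nucleus-defined area of each cell; some results filed as inactive read as strong as hits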
b-catenin transl: modulators of beta-catenin nuclear translocation, primary screen, imaging, HeLa cells, immunofluorescence, high-content; nuclear translocation activity, % at 5 µM; hit rate 0.3% among 190,000; AID 1665, 2009;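 active means nuclear translocation activity above 50% at 5 µM, with a well cell count of 50 or more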;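 further: per-cell ratio of nuclear to cytoplasmic median beta-catenin stain intensity; plate controls were DMSO negative control for no effect and GSK-3 inhibitor IX positive control for full effect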
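System: HeLa cells, endogenous beta-catenin; compound dosing: 5 µM primary single dose, 0.1% DMSO, 0.02–20 µM confirmation series; incubation: 24 h compound exposure at 37°C, 5% CO2; signal: beta-catenin immunofluorescence imaging with DAPI; evaluation: % activation, nuclear-to-cytoplasmic median beta-catenin signal ratio per cell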
M1AAP inhibition: P. falciparum M1AAP inhibitors, biochemical, fluorogenic H-Leu-NHMec substrate, 1536-well (AID 1445) | Aminopeptidase N (Plasmodium falciparum (isolate 3D7)) | recombinant M1AAP, H-Leu-NHMec fluorogenic kinetic assay; higher % means a stronger effect | inhibition, % at 30 µM; hits with a dose series show IC50 in µM | hit rate 0.42% among 220,000;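 active means primary inhibition above the hit cutoff, then over 50% inhibition at one or more dose response concentrations, cut at about 23% in these data, passing the limit was not always enough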;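 further: plate controls were DMSO full reaction for no effect and no enzyme background for full effect; strong numbers were not always called active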
Autophagy mod: autophagy modulators in MEF cells, primary screen, imaging, high-content, MEF GFP-LC3. MEF GFP-LC3 puncta imaging; test concentration mostly 10 µM. calls only at 10 µM (by protocol). hit rate 0.98% among 190,000. AID 463193, 2010;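 active means percentage of spot-positive cells more than 3 SD above its plate mean, without a fluorescence outlier flag or 80% toxicity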;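 further: spot-positive cell cutoff set from DMSO-treated cells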
P. falciparum M17LAP: P. falciparum M17LAP inhibitors, primary screen, biochemical, fluorogenic H-Leu-NHMec substrate, 1536-well (AID 1619); recombinant M17LAP, H-Leu-NHMec fluorogenic kinetic assay; higher % means a stronger effect; Leucine aminopeptidase (Plasmodium falciparum (isolate 3D7)); hit rate 0.38% among 220,000; one-dose inhibition, % at 30 µM; IC50 in µM for titrated hits;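 active means compound inhibiting the enzyme by more than half at any dose during confirmatory dose-response retesting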;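 further: plate controls were full reaction with DMSO carrier for no effect and no enzyme background for full effect; strong numbers were not always called active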
CSM14.1 death rescue: rescue of cells from ER stress-induced death, primary screen, 384-well, CSM14.1, thapsigargin, ATP luminescence (AID 1222) | CSM14.1 thapsigargin-induced death rescue, ATP luminescence; higher % means a stronger effect | cellular ATP content (survival), % at 20 µM; hits with a dose series show EC50 in µM | 190,000 tested, under 10 active;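 active means EC50 below 50 µM in the dose-response confirmation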;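 further: death triggered by thapsigargin at about 15 µM added after 2 h compound pretreatment; cell ATP read after overnight thapsigargin exposure of roughly 18 to 22 hours; normalized against plate controls of thapsigargin alone and 5% DMSO vehicle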
Dynein cargo inh: inhibitors of GR-EGFP nuclear translocation, primary screen, dynein cargo transport inhibitor project, imaging, high-content, 3617.4 mouse cells; test concentration mostly 20 µM; stimulated with dexamethasone, 1 µM; hits give low values; z-score, hits read low; hit rate 0.47% among 220,000; AID 1381, 2008;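 active means plate z-score of nuclear minus cytoplasmic receptor signal below a set negative limit, without overly bright fluorescence or cell loss, cut at about -3.5 in these data, passing the limit was not always enough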;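 further: z-score of nuclear minus cytoplasmic ring GR-EGFP intensity difference per well; some compounds called inactive have numbers as strong as hits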
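Schedule: 48 h induction, then 1 h compound, then 30 min agonist, 37 °C. Buffer or medium: tetracycline-free induction medium containing charcoal-stripped FBS. Reagent: 1.0 µM final dexamethasone stimulus. Evaluation: nuclear versus cytoplasmic GR-EGFP signal, averaged per well. Signal: high-content fluorescence imaging after fixation.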
Ins promoter up: insulin promoter activators in MIN6 cells, imaging, high-content screening, mouse beta cells; hit rate 0.3% among 190,000; MIN6 insulin promoter-GFP reporter; hits give high values; AID 1625, 2009; z-score at 5 µM;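 active means z-score above 3 at 5 µM with at least 500 cells counted in the well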
Dynein cargo inh cytoplasmic EGFP: second read-out of Dynein cargo inh, no call of its own (marks repeat the call); z-score; measured here: cytoplasmic GR-EGFP intensity; hits give high values
Dynein cargo inh nuclear GR-EGFP: recorded beside Dynein cargo inh, whose call it bears; z-score; measured here: nuclear GR-EGFP intensity;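 lower value marks the stronger effect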
Dynein cargo inh cell count: further read-out of Dynein cargo inh, marked with its call; z-score; measured here: cell count per field
Ins promoter up cell count: recorded beside Ins promoter up, whose call it bears; cell count; measured here: cytotoxicity, nuclei count;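 total cells summed across four imaged fields per well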
b-catenin transl cell count 5 µM: also measured in b-catenin transl; calls as there; cell count; measured here: cell count, cytotoxicity flag
MT stabilizer Hoechst-high %: also measured in MT stabilizer; calls as there; % Hoechst-high responders; measured here: nuclear condensation Hoechst responders;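 share of cells brighter than vehicle mean plus two SD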
MT stabilizer cytotoxicity %: recorded beside MT stabilizer, whose call it bears; toxicity, %; measured here: cytotoxicity by cell density;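 0% = mean cell density of plate MIN control wells and 100% = no cells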
Autophagy mod cell loss 18 h: second read-out of Autophagy mod, no call of its own (marks repeat the call); toxicity, %; measured here: cell loss, nuclei count;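 cell loss after 18 h compound exposure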
* hit, by the source's call; i = inactive; nt = not tested or not shown; [ ] = another dose, or the depositor's remark. An unsorted share of the library, and some 2.9% of all compounds hit somewhere here.

SMILES	UTI89 phage lysis	MT stabilizer	MT stabilizer Hoechst-high %	MT stabilizer cytotoxicity %	b-catenin transl	b-catenin transl cell count 5 µM	M1AAP inhibition	Autophagy mod	Autophagy mod cell loss 18 h	P. falciparum M17LAP	CSM14.1 death rescue	Dynein cargo inh	Dynein cargo inh cytoplasmic EGFP	Dynein cargo inh nuclear GR-EGFP	Dynein cargo inh cell count	Ins promoter up	Ins promoter up cell count
COc1ccc(-n2cc(CNCCc3ncc(C)[nH]3)c(-c3ccccc3Cl)n2)cc1	nt	1.9	3.7	7.7	0.1	1448	1%	i	-7	-5%	0.3%	-0.45	-0.28	-0.39	0.48	0.38	1428
N#CC1=C(S)N=C(N)C(c2nc(-c3ccccc3)cs2)C12CCCCC2 (stereo unspecified)	-0.6%	1.1	1.7	3.4	6.9	1091	14%	i	-8	11%	-1.8%	0.1	-0.069	0.75	0.67	0.61	868
CCOC(=O)c1c(-c2ccc(F)cc2)csc1NC(=O)CCN1CCOCC1	-0.2%	5.0	2.1	5.0	-0.7	1132	6%	i	4	7%	2.9%	-0.65	-0.19	-0.52	0.056	-0.19	1494
Cc1[nH]c2ccccc2c1C(=O)C(=O)NCCOc1ccccc1	0.4%	2.3	1.7	2.4	nt	nt	3%	i	1	-5%	-1.2%	0.77	-0.26	0.56	-0.55	0.03	1229
CN=C(C)/C(C(=O)OC)=C(/O)c1ccc(Cl)cc1Cl	3.5%	nt	nt	nt	0.4	1190	5%	nt	nt	4%	nt	-0.76	-0.31	-0.57	1.3	0.12	1317
COCCNC(=O)/C(C#N)=C1\N=C(N)c2ccccc21	0.7%[50 µM]	1.4	2.7	2.7	-1.1	970	13%	i	-6	12%	-1.2%	-1.2	-0.3	-1.1	1.3	-0.01	1237
CC1=CCC2C(=O)N(c3nc4ccccc4n3C)C(=O)C2C1 (stereo unspecified)	0.0%	2.7	1.4	7.1	-1.0	1054	4%	i	-7	14%	-1.7%	-0.33	0.084	0.032	-0.49	0.2	1826
CCOC(=O)c1cc(-c2ccccc2)sc1NC(=O)C(C)C	1.7%	5.6	1.8	7.8	0.1	1048	7%	i	11	11%	-3.7%	1.2	0.13	0.62	-2.1	1	1466
C/C(=N/NC(=O)CCc1c(C)n[nH]c1C)c1cccc([N+](=O)[O-])c1	-0.2%	nt	nt	nt	-1.7	1339	0%	nt	nt	-5%	nt	0.25	-0.28	-0.29	0.37	0.17	1035
CC(C)(C)NCC(O)COc1ccc(Br)cc1 (stereo unspecified)	0.4%	1.9	1.7	8.8	-5.3	1147	-2%	i	-9	1%	-0.7%	1.1	-0.22	0.85	-0.32	0.69	1599
CC1CCN(S(=O)(=O)c2ccc3c(c2)c(=O)c(C(=O)N2CCCCC2)cn3C)CC1	0.2%	1.9	1.5	59	-4.8	718	6%	i	-6	8%	-2.2%	-0.56	-0.22	-0.044	0.21	4.9*	1126*
CC(C)(C)C(=O)/C=c1\s/c(=C\c2ccc(-c3ccc([N+](=O)[O-])cc3)o2)c(=O)n1CC(=O)NC(N)=O	0.1%	12	13	24	12	737	4%	nt	nt	0%	-1.0%	-8*	-0.37*	-3.5*	0.12*	nt	nt
O=C(NCc1ccc2c(c1)OCO2)C1CC(c2ccccc2O)=NO1 (stereo unspecified)	-0.1%	1.2	0.9	22	nt	nt	12%	i	10	7%	-0.5%	1.2	0.49	0.26	-0.52	nt	nt
CCC1=[N+](CC(=O)c2ccc(C)cc2)CCn2cccc21	-0.1%	7.6	2.8	13	2.4	1467	6%	i	2	7%	-0.5%	0.49	-0.26	0.12	-0.49	2.2	1550
Cc1ccc(C(=O)Oc2cc(-c3ccccc3)no2)cc1	0.2%	1.5	1.5	13	nt	nt	9%	i	8	-1%	-1.3%	0.72	-0.29	0.6	0.36	1.2	810
N#C/C(=C(/O)COc1ccc(Br)cc1)c1nnc2n1CCCCC2	0.2%	3.5	2.3	2.1	0.8	1074	-4%	i	10	3%	0.2%	-0.28	-0.23	-0.42	0.6	0.29	1358
CC1(C(=O)NCc2ccccc2)Oc2ccccc2NC1=O (stereo unspecified)	2.3%	1.4	2.3	5.0	-1.7	1198	3%	i	-12	2%	-1.0%	0.45	0.0092	0.42	0.16	nt	nt
N#Cc1ccccc1NCc1ccccc1	0.2%	4.3	3.0	2.0	2.4	1083	8%	i	0	0%	-1.7%	-0.059	-0.27	-0.06	-0.15	-0.17	1292
Cn1c(CSCc2ccc(Cl)cc2)nnc1SCC(=O)Nc1nccs1	0.6%	3.8	2.1	4.7	9.0	467	7%	i	-1	6%	-0.6%	-0.27	-0.12	-0.14	0.65	nt	nt
CC(C)NC(=O)c1onc(CSc2ccccc2F)c1C(=O)O	0.5%	2.9	2.0	3.9	0.3	1325	2%	i	4	20%	1.4%	-0.44	-0.23	-0.82	-0.023	-0.71	1488
CN(CCC#N)C(=O)COC(=O)c1ccccc1OCc1ccccc1Cl	-0.5%	3.4	1.8	8.3	-0.3	1120	10%	i	-8	0%	0.4%	1.8	-0.29	0.61	-0.45	0.13	1320
CCN1C(=O)CC(N2CCN(c3cccc(OC)c3)CC2)C1=O (stereo unspecified)	0.1%	4.0	1.9	7.4	-2.0	1146	13%	i	22	6%	-3.1%	-0.33	-0.26	-0.12	0.92	-0.06	1249
CCn1nc(NC(=O)c2cccnc2)c2cc3ccccc3nc21	0.1%	1.7	1.2	7.7	nt	nt	3%	i	-10	5%	-0.6%	0.81	0.24	0.71	0.12	-0.35	966
Fc1ccccc1C1c2[nH]c3ccccc3c2CCN1Cc1cccn1-c1ncccn1 (stereo unspecified)	-0.3%	2.8	3.1	7.1	-0.7	1123	13%	i	13	0%	-1.2%	0.17	-0.13	0.23	0.25	-0.42	1278
CS(=O)(=O)Nc1ccccc1C(=O)N1CCN(c2ccccc2)CC1	nt	2.1	1.2	5.7	-5.2	1145	-4%	i	-1	-11%	-0.5%	-0.28	-0.13	0.48	0.97	-0.03	991
Cc1cc(CSc2ccccc2)ccc1NC(=O)COc1ccccc1	-0.4%	2.9	2.1	3.4	-0.4	1407	6%	i	11	-5%	-1.6%	0.083	-0.19	-0.28	-0.21	-0.74	1450
Cc1oc(-c2ccccc2F)nc1CS(=O)(=O)CC(=O)NCCN(C)C1CCCCC1	0.6%	1.8	2.6	5.0	nt	nt	-1%	i	8	1%	-0.8%	-0.49	-0.22	-0.24	0.31	-0.16	963
COc1ccc(C(=O)O/N=C(\N)Cc2ccc([N+](=O)[O-])cc2)c(OC)c1	0.7%	nt	nt	nt	1.0	1286	5%	nt	nt	1%	nt	-0.24	-0.24	-0.18	0.39	-0.15	1007
Cc1ccccc1N1CCN(Cc2nc(Cc3ccccc3)no2)CC1	0.2%	4.3	1.8	8.6	0.6	1479	2%	i	-1	-11%	3.2%	-0.026	-0.31	-0.3	-0.059	0.23	1375
CC(=O)Nc1ccc(SCC(=O)c2cc(C)n(C)c2C)cc1	-0.1%	0.9	1.4	1.7	nt	nt	7%	i	4	13%	-0.7%	-1.1	-0.2	-0.69	0.75	-1.3	912
CCN1CCCc2cc(CN(CCN3CCOCC3)C(=S)Nc3ccc(OC)c(Cl)c3)ccc21	-0.2%	1.9	2.1	10	-3.9	1107	4%	i	16	-3%	-0.4%	-0.8	0.0022	-0.51	0.14	0.31	1589
Cc1cc(C(=O)CCl)c(C)n1-c1cccc(S(=O)(=O)N2CCOCC2)c1	nt	3.2	1.4	5.8	-1.0	1111	2%	i	33	1%	0.1%	-5.3*	1.5*	-2.7*	0.87*	1.2	1096
C/C(Cc1nnn(-c2cc(C)on2)n1)=N\O	nt	nt	nt	nt	2.5	1285	-2%	nt	nt	2%	nt	-0.71	0.084	-0.22	0.03	-0.53	1070
O=C(CSc1ccccn1)N/N=C/c1ccccc1[N+](=O)[O-]	2.1%	5.1	1.8	5.9	0.9	934	0%	i	8	22%	-0.8%	-0.47	0.039	-0.18	0.33	-0.65	1319
Cc1ccc(O)c(NC(=S)NC(=O)CC(C)C)c1	-0.1%	3.9	4.4	4.8	-0.1	944	2%	i	4	-3%	0.7%	-0.59	-0.32	-0.76	0.68	-0.11	1381
Cn1c(SCC(=O)N2CCc3ccccc3C2)nnc1-c1ccncc1	1.6%[50 µM]	2.4	2.6	6.5	-4.2	596	3%	i	-30	10%	-0.8%	-0.95	-0.31	-0.8	1.4	0.44	1312
CCOC(=O)C1NN=C(C(=O)c2ccc(C)cc2)C1c1ccc(C)cc1 (stereo unspecified)	-0.3%[50 µM]	3.7	3.4	3.5	1.2	456	9%	i	-6	-13%	-0.6%	-0.51	-0.19	-0.51	0.59	-0.27	1035

Compound activity from PubChem.
